# From PubChem BioAssay
# MmCpn inh: M. maripaludis TRiC chaperonin inhibition; purified Mm-Cpn ATPase, ADP Transcreener TR-FRET; Potency, µM (highest dose often 76.9 µM), for the others: at the top dose activity, negative = inhibition, actives largely listed as inhibitors; 0.031% of 330,000 active; AID 504842; also: potency is read from the fitted curve at half-maximal effect; % is scaled to controls: 0 for no effect and ±100 for the full control effect; nearly all actives have a fitted effect of over 80% in size
#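 Purified archaeal Mm-CPN (25nM final) preincubated 10 min at 37degC with compound, then 10uM ATP for 30 min at 37degC; ADP measured by HTRF Transcreener TR-FRET; buffer 30 mM TRIS pH 7.4, 100mM KCl, 5mM MgCl2, 1mM DTT.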
# Nrf2 inh: inhibitors of Nrf2 signaling. 2.1% of 360,000 active. A549 ARE-Fluc reporter, luciferase luminescence, 18-24 h. Potency, µM (top dose mostly 46 µM), for inactives: top-dose activity change, negative = inhibition, hits mostly inhibitors. AID 504444; also: potency is read from the fitted curve at half-maximal effect; % is scaled to controls: 0 for no effect and ±100 for the full control effect; nearly all actives have a fitted effect of over 60% in size
#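 In this cell-based qHTS, ARE-driven firefly luciferase in A549 cells reports Nrf2 activity; the luminescent signal after BugLite lysis is the measured value, with a prior CellTiter-Fluor read for cell health.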
# pAkt inh: blocks phosphorylation of Akt. Neuro2A IGF-stimulated pAkt S473 HTRF, 20 min; active compounds read low. 0.32% of 360,000 active. activity change, % for hits at 50 µM; in the data active = activity change below about -80%; inconclusive = mostly about -51% to -80%; also: % is scaled to controls: 0 for no effect and ±100 for the full control effect
#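 Neuro2A cells in DMEM with 0.5% FBS, overnight at 37 deg C, given compound at single 50 µM final, then IGF (6 nM final) for 20 min at 37 deg C. Lysed; phospho-Akt Ser473 by HTRF after 24 h, 665/615 ratio.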
# A549 tox: A549 cytotoxicity, counter-screen for Nrf2 inhibitors | A549 ARE-Fluc cells, CellTiter-Fluor viability, 18-24 h | Potency, µM (top dose mostly 46 µM), without a hit: at the top dose activity change, negative = cytotoxicity, hits mostly inhibitors | 0.16% of 390,000 active; also: potency is read from the fitted curve at half-maximal effect; % is scaled to controls: 0 for no effect and ±100 for the full control effect
#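 A549 ARE-Fluc cells in 5% FBS OPTI-MEM, 5000 cells/well, rested 2 h then exposed to compounds in concentration-response for 18-24 h at 37 °C. Viability by CellTiter-Fluor fluorescence (Ex 405/Em 525) after 30 min; luciferase luminescence (BugLite, 15 min, RT) read afterwards.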
# HepG2 tox: HepG2 cytotoxicity, counter-screen for TGF-b inhibitors; 0.76% of 410,000 active; AID 588856; HepG2 CAGA-GFP viability, ATP luminescence, 18 h; Potency, µM (doses to about 46.1 µM), for inactives: at the top dose activity change, negative = cytotoxicity, hits mostly cytotoxic; also: potency is read from the fitted curve at half-maximal effect; some results filed as inactive show a strong effect at the top dose
#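 CellTiter-Glo luminescence gave cytotoxicity after 18 hours at 37 degrees C. The cells were HepG2 CAGA-GFP in 1% FBS DMEM, stimulated with 500 pg/mL TGF-beta after compound addition. %Activity was normalised to no-cell wells (complete cell-killing) and DMSO (no toxicity), and curves were fitted and classified.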
# Abeta rescue: restores growth of yeast expressing A-beta42 peptide | AID 1347071 | 0.063% of 410,000 active | Potency, µM (series often up to 46.1 µM), without a hit: at the top dose growth rescue, actives largely listed as activators | yeast expressing A-beta42, growth rescue, OD600, 48 h; response scale: 0% DMSO, 100% iron-clioquinol control; also: potency is read from the fitted curve at half-maximal effect; nearly all actives have a fitted effect of over 55% in size
#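 Yeast growth medium received pinned compounds, then yeast cells expressing toxic A-beta were added; plates incubated at 30 C for 48 hr. Growth read as absorbance at 600 nm, normalized to DMSO and equimolar FeCl3 plus clioquinol controls.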
# TGFb SMAD3 inh: TGF-b pathway inhibition | Potency, µM (top dose mostly 46.1 µM), without a hit: at the highest dose activity, negative = inhibition, usual class: inhibitors | 1.2% of 410,000 active | AID 588855 | HepG2 CAGA-GFP TGF-b/SMAD3 reporter, GFP fluorescence, 18 h; TGF-beta stimulated, 500 pg/mL final; also: potency is read from the fitted curve at half-maximal effect; % is scaled to controls: 0 for no effect and ±100 for the full control effect; nearly all actives have a fitted effect of over 65% in size
#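 Inhibition of TGF-beta-driven CAGA-GFP reporter expression in HEPG2 cells is measured by cellular GFP fluorescence after 18 h stimulation with 500 pg/mL recombinant TGF-beta in 1% FBS medium at 37 degrees C.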
# CCT chaperon mod: changes cytosolic chaperonin activity; purified chaperonin ATPase assay, HTRF ADP detection, 30 min; activity change, % (concentration not given with the values), hits read low; 0.3% of 360,000 active; in the data active = activity change below about -30%; also: % is scaled to controls: 0 for no effect and ±100 for the full control effect
#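 TRiC (40 or 20 nM final, by batch activity) in 30 mM Tris pH 7.4, 100 mM KCl, 5 mM MgCl2, 1 mM DTT was treated with compound at 76 uM single dose, then 10 uM ATP, 30 min at 37 °C. ADP was read by HTRF Transcreener.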
# Nrf2 activator: activators of Nrf2 (ARE) signaling | AREc32 ARE-luciferase reporter (MCF7-derived line), luminescence, 24 h | Potency, µM (highest dose often 46.1 µM), for the others: at the highest dose activation, most hits filed as activators | 0.31% of 410,000 active | AID 624171; also: potency is read from the fitted curve at half-maximal effect; % of control where 0% means no effect; nearly all actives have a fitted effect of over 65% in size
#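 Each well held 1000 AREc32 cells, which were incubated with compound for 24 hr at 37 deg C after overnight attachment, and ARE reporter activity was quantified by firefly luciferase luminescence.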
# * = called active by the depositor; i = inactive; ? = inconclusive; nt = no result given; & = joins results of further samples; [ ] = remark or other dose. Unless noted, calls follow the shape of the dose curve; as a rule, active = well fitted curve in the direction sought with a large enough effect; inconclusive = small, poorly fitted or top-dose-only effect, or another doubt; inactive = no such curve, though single readings can be large; an effect the other way counts as inactive or inconclusive.
SMILES,MmCpn inh,Nrf2 inh,pAkt inh,A549 tox,HepG2 tox,Abeta rescue,TGFb SMAD3 inh,CCT chaperon mod,Nrf2 activator
COc1ccc(/C=C/C(=O)NCC(=O)N2CCC(N(C)CCN3CCOCC3)CC2)cc1OC,-2%,4%,i,0%,4%,-4%,-1%,-1.1,-2.5%
Cn1cc(C(=O)C(=O)N2CCCC2)c2ccccc21,1%,0%,i,-6%,1%,14%,-3%,-0.9,-0.7%
CCc1ccc(NC(=O)CCNC(=O)Cn2cnc3ccccc3c2=O)cc1,2%,-14%&2%,i,3%&0%,-32%&1%,-12%&-4%,?,-2.8,0.3%&1.0%
CN(C)/C=N/c1ncc(C(=O)c2ccccc2)s1,-5%,?,i,-17%,-18%,5%,0%,-2.1,0.1%
Cc1sc2nc(CN(C(=O)c3cccs3)C3CCCC3)[nH]c(=O)c2c1C,0%,?,i,-29%,-21%,7%,-18%,-0.3,3.6%
Cc1nnc(SCC(=O)NCC(=O)Nc2ccc(F)c(F)c2F)n1N,2%,?,i,-1%,7%,-3%,-1%,-9.9,-0.3%
Cc1ccccc1C(=O)NNC(=S)Nc1cccc(C(F)(F)F)c1,-1%,12µM*,i,?,10µM*,5%,?,-2.2,-1.7%
O=C1C=C(c2cccc3c2oc2ccccc23)CCC1,nt,-1%,i,9%,-25%,-5%,?,-5.2,7.4%
NC(=S)NN=C1CCSCC1,nt,-6%,i,5%,-15%,-1%,-10%,-34*,9.2%
COc1cc(C(=O)CC2(O)C(=O)N(Cc3ccccc3Cl)c3ccccc32)cc(OC)c1OC (centres undefined),nt,0%,nt,0%,-43%,-3%,0%,nt,3.6%
COc1ccc(NC(c2ccccc2)c2ccncc2)cc1 (centres undefined),-2%,-20%,i,-1%,-1%,21%,1%,-1.1,0.3%
CN(C)c1cccc(C(=O)OCC(=O)Nc2ccccc2Cl)c1,-13%,15%,i,11%,-10%,-19%,-19%,-1.8,0.8%
O=C(CN1C(=O)c2cccnc2Oc2ccc(Cl)cc21)NC1CCCCC1,-1%,-5%,i,3%,-64%,-3%,-30%,-2.4,-0.4%
O=C(Nc1ccccc1C(F)(F)F)c1cc2ccccc2o1,0%,?,i,14%,-9%,-7%,-17%,-0.6,28%
Cc1ccc(S(=O)(=O)NN=C2CC3CCC2(C)C3(C)C)cc1 (centres undefined),nt,?,i,-4%,-11%,?,-1%,-0.5,0.2%
CCc1ccc(NCCC(=O)c2ccc(Br)cc2)cc1,2%,?,i,3%,-16%,-4%,10%,0.0,2.6%
O=C(Nc1cc(C(F)(F)F)ccc1Cl)c1noc2c1CCCCC2,nt,2%,nt,12%,-19%,-17%,-12%,nt,3.9%
Cc1ccc2c(C(=O)CN3CCCC(C)C3)c(C)[nH]c2c1 (centres undefined),?,-5%,i,-1%,-3%,-2%,0%,-0.2,-0.1%
CSc1nc2cc(C)nn2c(-c2ccccc2Cl)c1C#N,2%,12%,i,-4%,6%,-2%,24%,-1.0,-0.5%
O=C(O)C1CC(=O)N(c2ccc(OCc3ccc(Br)cc3)cc2)C1 (centres undefined),1%,-7%,i,-3%,15%,-7%,3%,0.5,-0.1%
O=C(O)COc1ccccc1/C=N/NC(=O)CNC(=O)c1ccc(F)cc1,-3%,2%,i,-2%,0%,13%,?,-4.4,0.3%
CCn1c(/C=C\c2ccccc2C)nc2ccccc2c1=O,1%,7%,i,-2%,-15%,-22%,-29%,-2.8,?
CN1C(=O)C2(SCC(=O)N2c2ccc(Cl)cc2)c2ccccc21 (centres undefined),nt,nt,nt,-3%,1%,-17%,-12%,nt,0.7%
O=C(NCCCc1ccccc1)c1cccc(Br)c1,nt,0%,i,23%,33%,18%,17%,-3.1,2.0%
CCOC(=O)N1CCN(c2c(N3CCC(N4CCCCC4)CC3)c(=O)c2=O)CC1,2%,6%,i,15%,-10%,7%,11%,1.3,0.8%
O=C(CSc1nnc(CSc2nc3ccccc3s2)o1)NC1CCCCC1,-1%,4%,i,-5%,5%,-4%,0%,-1.8,0.5%
CCN(CC)CCNC(=O)Cn1cnc2sc(C)c(S(=O)(=O)N3CCOCC3)c2c1=O,0%,14%,i,0%,-4%,5%,17%,1.3,0.3%
CCN(CC)S(=O)(=O)c1ccc2c(c1)N(CC(=O)Nc1c(C)cccc1C)C(=O)CO2,nt,0%,nt,-10%,-6%,-8%,nt,nt,0.0%
CN1C(=O)C2CCCCN2c2ccc(C(=O)NCc3ccccc3Br)cc21 (centres undefined),nt,nt,nt,9%,-15%,-4%,25%,nt,0.5%
Cc1ccc(CS(=O)Cc2ccc(C(=O)NC3CCCCCC3)o2)cc1 (centres undefined),1%,15%,i,0%,-1%,1%,3%,1.2,-0.1%

# Marked active in Nrf2 inh, among the entries above:
compound	MmCpn inh	Nrf2 inh	pAkt inh	TGFb SMAD3 inh	CCT chaperon mod	Nrf2 activator
Cc1ccccc1C(=O)NNC(=S)Nc1cccc(C(F)(F)F)c1	-1%	12µM*	i	?	-2.2	-1.7%

# Following part:
SMILES,MmCpn inh,Nrf2 inh,pAkt inh,A549 tox,HepG2 tox,Abeta rescue,TGFb SMAD3 inh,CCT chaperon mod,Nrf2 activator
Cc1cc(=O)n2nc(N3CCC(C(=O)NCc4ccc(Cl)cc4)CC3)sc2n1,-1%,-13%&18%,i,1%&14%,-10%&-2%,-7%,-34%&-18%,-2.1,0.5%&0.5%
CNNCc1ccc(C(=O)NC(C)C)cc1,nt,4%,i,-1%,-9%,8%,20%,0.6,-1.1%
Cc1cc(OCCCCCNCCO)ccc1Cl,0%,10%,i,-2%,-47%,-9%,17%,1.4,3.1%
CCOC(=O)N1CCN(C(=O)CSCc2ccccc2C)CC1,0%,nt,i,-6%,-8%,0%,-24%,-1.8,2.8%
COC(=O)[C@@H](Cc1ccccc1)NC(=O)NCCc1ccccc1,0%,4%,i,-8%,8%,5%,26%,0.1,-0.4%
COc1ccc(C)cc1NC(=O)c1oc2ccc(S(=O)(=O)N3CCOCC3)cc2c1C,nt,nt,nt,17%,-15%,-5%,-4%,nt,-1.0%
Cc1ccccc1NC1=C/C(=N\S(=O)(=O)c2cccs2)c2ccccc2C1=O,-4%,?,i,?,3.2µM*,-78%[inhibitor],?,1.6,-2.7%
O=C(CCC1CCCC1)N1CCC(N2CCCCCC2)CC1,-2%,3%,i,-1%,1%,16%,-13%,-3.5,0.1%
COc1ccccc1CNC(=O)c1ccc(CS(=O)(=O)c2ccc(C)cc2)o1,0%,-4%,i,-3%,6%,6%,-3%,0.8,-0.7%
O=C(CSc1ncccn1)NC(=O)Nc1ccc2c(c1)OCCO2,1%,1%,i,-4%,1%,-6%,-1%,-0.7,3.6%
CC(=O)Nc1c(O)nc(SCC(=O)Nc2cccc(C)c2)[nH]c1=O,0%,-15%,i,1%,0%,-15%,1%,0.3,-0.2%
COc1ccc(CC(=O)NC(C)c2nnc(SCCC(=O)Nc3ccccc3)n2C)cc1 (centres undefined),0%,8%,i,7%,-3%,-2%,2%,0.2,0.2%
Cc1cccc(NC(=O)NNC(=O)c2c(Cl)c(C)nn2C)c1,0%,6%,i,1%,-6%,-7%,12%,-5.2,-0.4%
Cc1ccc(C)c(NC(=O)CSc2nnc(CSc3nc(C)cc(C)n3)n2Cc2ccco2)c1,1%,-22%,-91%*,-4%,-37%,5%,-3%,-2.5,-0.9%
O=C(NCC(c1ccco1)N1CCCCC1)c1ccc(COc2ccc(Cl)cc2)cc1 (centres undefined),nt,?,i,?,-25%,-9%,13µM*,0.2,8.4%
FC(F)(F)c1ccc(N/N=C/c2cccnc2)nc1,-2%,-2%,i,0%,-21%,22%,-12%,2.3,4.9%
CCOC(=O)c1sc(N)c(C#N)c1CSc1nnc(C2CCCCC2)n1N,1%,3%,i,-2%,2%,-2%,-1%,-1.2,0.2%
Cc1ccc(CCNC(=O)C2CCCN(S(=O)(=O)c3ccc4c(c3)oc(=O)n4C)C2)cc1 (centres undefined),nt,-2%,nt,-3%,1%,1%,-9%,nt,0.1%
CCn1c(=O)c(C(=O)NCc2ccc(OC)cc2)c(O)c2ccccc21,1%,6%,i,1%,-22%,-4%,-5%,-2.1,3.8%
COc1ccc(NC(=O)CSc2c3c(nc4cc(Cl)ccc24)CCCC3)cc1OC,-5%,?,i,?,-48%,2%,?,-2.2,?
CCC(C)NC(=S)NNC(=O)c1ccncc1 (centres undefined),1%,-8%,i,4%,1%,-5%,0%,-9.0,1.7%
O=C(NCCN1CCc2ccccc2C1)Nc1ccc([N+](=O)[O-])cc1,-2%,3%,i,-1%,-37%,nt,?,-2.7,2.0%
Cc1cccc(NC(=O)CNC(=O)CSc2nnc(C(F)(F)F)n2C)c1C,0%,7%,i,-1%,4%,1%,4%,-1.5,-0.9%
c1ccc(CNCC2COc3ccccc3O2)cc1 (centres undefined),-2%,1%,i,-2%,-25%,-6%,-15%,-0.5,2.9%
CCCCn1c(N)c(N(CC)C(=O)c2cnc(C)cn2)c(=O)[nH]c1=O,-4%,5%,i,4%,3%,4%,-5%,1.2,2.1%

# Quoted from the entries so far, 2 compounds:
SMILES,MmCpn inh,Nrf2 inh,pAkt inh,A549 tox,HepG2 tox,Abeta rescue,TGFb SMAD3 inh,CCT chaperon mod,Nrf2 activator
c1ccc(CNCC2COc3ccccc3O2)cc1 (centres undefined),-2%,1%,i,-2%,-25%,-6%,-15%,-0.5,2.9%
CCCCn1c(N)c(N(CC)C(=O)c2cnc(C)cn2)c(=O)[nH]c1=O,-4%,5%,i,4%,3%,4%,-5%,1.2,2.1%
